Assay outcomes: PubChem, National Center for Advancing Translational Sciences (NCATS)
LDHA inh = blocks human lactate dehydrogenase A | 480,000 tested, 0.15% active | purified LDHA, NADH/diaphorase-resazurin fluorescence; stronger effect = lower value | activity change, % (values are at about 110 or 230 µM); in the data active means activity change below about -30%; inconclusive means mostly about -25% to -30%;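 further: plate controls were DMSO wells for no effect and wells without enzyme for full effect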
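Enzyme activity of human lactate dehydrogenase 5 (2 nM; 0.06 mM NADH, 0.2 mM pyruvate, 5 min, RT) is measured via a resazurin/diaphorase fluorescence readout of residual NADH.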
Vif-A3G inh = Vif-A3G binding inhibition | 410,000 tested, 0.076% active | Q9HC16 | Potency, µM (highest dose often 46.1 µM), for inactives: at the top dose activity, negative = active, actives largely listed as inhibitors | AID 602310 | HeLa A3G-eYFP + Vif (tagged APOBEC3G with the HIV-1 protein that degrades it), YFP fluorescence, overnight;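 further: potency means the concentration at half of the fitted maximal effect; on the % scale 0 is the no-effect control and ±100 the full control effect; nearly all actives have a fitted effect of over 60% in size; hits raise eYFP signal because A3G escapes Vif-driven loss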
Target sequence (Q9HC16 whole entry, looked up): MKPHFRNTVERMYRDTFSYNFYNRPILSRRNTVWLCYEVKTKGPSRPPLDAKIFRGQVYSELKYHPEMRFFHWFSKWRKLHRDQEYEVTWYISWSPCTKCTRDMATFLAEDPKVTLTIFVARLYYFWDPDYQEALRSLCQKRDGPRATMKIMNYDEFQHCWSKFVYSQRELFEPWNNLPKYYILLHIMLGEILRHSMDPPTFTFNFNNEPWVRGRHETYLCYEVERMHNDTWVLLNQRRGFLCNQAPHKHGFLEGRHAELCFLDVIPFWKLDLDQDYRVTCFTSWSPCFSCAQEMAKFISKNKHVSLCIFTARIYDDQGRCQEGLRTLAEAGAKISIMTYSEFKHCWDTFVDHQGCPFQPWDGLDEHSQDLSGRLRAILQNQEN
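HeLa cells stably expressing Vif and C-terminally eYFP-tagged A3G, seeded overnight at 37 deg C, then exposed to compound by pintool overnight at 37 deg C. Rise in yellow fluorescence (Ex 488/Em 500-530, Acumen) marks blocked Vif-driven A3G degradation.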
ALOX12 inh = ALOX12 (human) lipoxygenase inhibition. P18054. purified 12hLO, xylenol orange hydroperoxide absorbance. Potency, µM (series often up to 108 µM), for the others: at the highest dose activity change, negative = inhibition, hits mostly inhibitors. 580,000 tested, 1.1% active. AID 1671190; further: potency means the concentration at half of the fitted maximal effect; on the % scale 0 is the no-effect control and ±100 the full control effect
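Purified human 12hLO at 150 nM in 25 mM Hepes, 0.01% Triton X-100, pH 7.0, preincubated 15 min at room temperature with compound. Reaction started with 40 uM arachidonic acid, 30 min at room temperature. Hydroperoxide measured by Fe-xylenol orange, 573/405 nm absorbance ratio.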
D2 antagonist = D2 dopamine receptor (human) antagonism; P14416; HEK293 TREx D2 cells, calcium flux, dopamine EC80; inhibition, % at 10 µM; 340,000 tested, 2% active; in the data active means inhibition above about 30%; further: 0% is about no effect
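Antagonism is scored as inhibition of an EC80 dopamine-evoked calcium signal in a force-coupled, tetracycline-inducible HEK293 T-REx D2 line, with compound present 180 s before agonist.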
RGS4 inh = human RGS4 inhibition. Potency, µM (highest dose often 114 µM), for inactives: top-dose activity change, negative = inhibition, usual class: inhibitors. Transcreener GDP fluorescence polarization, RGS4-accelerated GTP hydrolysis. AID 504845. 390,000 tested, 0.039% active. P49798; further: potency means the concentration at half of the fitted maximal effect; on the % scale 0 is the no-effect control and ±100 the full control effect; nearly all actives have a fitted effect of over 75% in size; some results filed as inactive show a strong effect at the top dose
Target sequence (P49798 whole entry, looked up): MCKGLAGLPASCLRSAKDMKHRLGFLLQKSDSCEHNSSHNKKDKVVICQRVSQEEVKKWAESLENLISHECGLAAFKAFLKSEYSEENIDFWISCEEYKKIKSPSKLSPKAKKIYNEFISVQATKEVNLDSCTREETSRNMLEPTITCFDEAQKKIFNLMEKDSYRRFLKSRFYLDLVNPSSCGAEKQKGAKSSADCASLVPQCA
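MLSMR compounds (23 nl, pin-transferred) preincubated 10 min at room temperature with a 500nM (2x) first reagent, then RGS4 at 900nM (2x) plus Transcreener GDP mix added; fluorescence polarization (620/688 nm) read before and after 90 min at 30 °C.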
ERG Ets-DNA blk = ERG Ets/DNA interaction inhibition. Potency, µM (highest dose often 76.9 µM), for inactives: at the top dose FP activity, negative = inhibition, usual class: inhibitors. P11308. fluorescence polarization, His-ERG Ets domain / labelled DNA. 370,000 tested, 0.028% active; active means well fitted inhibition curve with a large enough effect in the polarisation, with a control signal flat; inconclusive means small, poorly fitted or top-dose-only effect, or effect the other way, or a change in a side signal; inactive means no such curve, though single readings can be large or run the other way; the % refers to the polarisation;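 further: polarization taken with two DNA probes labelled with fluorescein and Texas red; potency means the concentration at half of the fitted maximal effect; % of control where 0% means no effect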
Target sequence (P11308 whole entry, looked up, the tested form may be a part): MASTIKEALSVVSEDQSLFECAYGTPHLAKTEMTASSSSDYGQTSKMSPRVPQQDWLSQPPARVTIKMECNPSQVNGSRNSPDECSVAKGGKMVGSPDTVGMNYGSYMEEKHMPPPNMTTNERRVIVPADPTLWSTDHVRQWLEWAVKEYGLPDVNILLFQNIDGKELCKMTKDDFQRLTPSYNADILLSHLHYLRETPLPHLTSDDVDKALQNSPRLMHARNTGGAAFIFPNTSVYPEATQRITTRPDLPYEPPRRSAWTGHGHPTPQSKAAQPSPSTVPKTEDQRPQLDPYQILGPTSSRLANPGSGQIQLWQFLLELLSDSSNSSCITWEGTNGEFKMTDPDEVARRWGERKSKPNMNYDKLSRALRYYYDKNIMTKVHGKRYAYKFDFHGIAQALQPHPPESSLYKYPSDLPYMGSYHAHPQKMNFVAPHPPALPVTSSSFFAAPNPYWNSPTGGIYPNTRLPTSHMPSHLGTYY
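His-tagged ERG Ets domain (1 uM in the protein solution; 300mM KCl, 50mM Tris-HCl, 1mM EDTA, 1mM DTT, pH 7.5) received compound, then a probe mix of 5 nM fluorescein-DNA and 100nM Texas-615-DNA. Fluorescence polarization was read for both dyes.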
D2 ag = D2 dopamine receptor (human) agonism. HEK293 T-REx D2 cells, calcium flux agonist mode. activation, % at 2 µM. 340,000 tested, 0.53% active. P14416;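 active means activation over 3 SD above normal in the single-dose calcium agonist read, cut at about 30% in these data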; further: 0% is about no effect
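Calcium-flux readout, 1 cycle/sec over 180 s following compound pin transfer, in inducible HEK293 Trex D2 cells (force-coupled); dopamine controls included. Positive calcium responses during this window marked compounds as potential agonists.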
Glioma ERSR ind = inducers of ER stress response in human glioma cells | U87-MG GRP78 promoter luciferase reporter, 16 h | Potency, µM, inactives show at the highest dose activation, most hits filed as activators | 420,000 tested, 0.02% active | AID 602332; further: potency means the concentration at half of the fitted maximal effect; series mostly up to about 76 µM; % of control where 0% means no effect; nearly all actives have a fitted effect of over 35% in size
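Stably transfected U87-MG glioma cells carrying a GRP78-based luciferase sensor; 16 h compound incubation. Luminescence end-point read 10 min after Bright-Glo addition at room temperature.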
Vif-A3F inh = inhibitors of Vif-A3F interaction | HeLa A3F-eYFP + Vif (tagged APOBEC3F with the HIV-1 protein that degrades it), YFP fluorescence increase | Potency, µM (highest dose often 46.1 µM), for inactives: at the top dose activity, negative = active | 390,000 tested, 0.2% active | AID 602313; further: potency means the concentration at half of the fitted maximal effect; % of control where 0% means no effect; nearly all actives have a fitted effect of over 65% in size
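HeLa cells stably expressing Vif plus C-terminally eYFP-tagged A3F were seeded, incubated overnight at 37 deg C, dosed with compound, incubated overnight again at 37 deg C. Yellow fluorescence (Ex 488/Em 500-530) reported blocked Vif-mediated A3F-eYFP degradation.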
The depositor's hits bear a star; ? = inconclusive; / = not tested or not shown; & = joins results of further samples; [ ] = remark or other dose. Unless noted, the call rests on the fitted dose curve; in most records, active means well fitted curve in the direction sought with a large enough effect; inconclusive means small, poorly fitted or top-dose-only effect, or another doubt; inactive means no such curve, though single readings can be large; an effect the other way counts as inactive or inconclusive. Not all compounds are listed; the hit share may differ from the screen's.

SMILES | LDHA inh | Vif-A3G inh | ALOX12 inh | D2 antagonist | RGS4 inh | ERG Ets-DNA blk | D2 ag | Glioma ERSR ind | Vif-A3F inh
COc1ccc(C2=NS(=O)(=O)N(C)C(C(=O)NC3CCCCC3)=C2)cc1 | -4 | 3% | 17% | 6 | 28% | 1% | -0.3 | -1% | -1%
Cc1c(NC(=O)c2ccc(-c3ccc(F)cc3)o2)cccc1-c1nc2ncccc2o1 | 1 | 3% | -34% | / | -53% | -1% | -0.4 | 2% | -6%
CN(C)c1ccc(/C=N/NS(=O)(=O)c2ccc(Br)cc2)cc1 | 4 | -2% | -26% | 11 | -5% | -1% | -2.0 | -2% | 12%
O=S(=O)(c1ccc2ccccc2c1)N1CCNCC1 | -2 | -3% | / | 2 | 21% | 6% | 1.0 | -6% | 3%
Cc1ccc(NC(=O)c2cc(S(=O)(=O)N3CCCCCC3)ccc2F)cc1F | -1 | 4% | -18% | / | 11% | -1% | 0.4 | -3% | 2%
CCOC(=O)C1=CN(Cc2cccc(-c3ccc4c(c3)OCO4)c2)S(=O)(=O)N(C)C1C (centres undefined) | 1 | -2% | -49% | / | 1% | -2% | / | 0% | 8%
COC(=O)c1ccc(C[n+]2ccccc2)cc1 | 5 | 0% | -27% | 1 | 13% | -2% | 1.9 | -3% | 6%
O=C(c1sc2cc([N+](=O)[O-])ccc2c1Cl)N1CCCCC1 | -5 | -4% | -20% | -11 | -7% | -8% | -0.9 | 0% | -1%
Cc1ccc(N2CC(NC(=O)c3ccc(S(=O)(=O)N4CCCCC4)cc3)CC2=O)cc1 (centres undefined) | -8 | 4% | ? | / | 11% | -3% | 0.1 | -1% | 2%
Cc1ccc(S(=O)(=O)N(CC(=O)Nc2cccc([N+](=O)[O-])c2)C(=O)N2CCN(C)CC2)cc1 | -6 | -1% | 0% | -4 | 5% | -19% | 0.6 | -4% | -11%
CCC(CC)C(=O)Nc1nnc(SCc2cc(=O)n3cccc(C)c3n2)s1 | -8 | -3% | -1% | / | 21% | 0% | / | -5% | 4%
O=C(O)c1cccc(NC(=O)c2ccccc2NC(=O)c2cccc([N+](=O)[O-])c2)c1 | 0 | 2% | 9% | 1 | 2% | -11% | -0.6 | -4% | 6%
CSc1nc2nccc(-c3ccc(Cl)cc3)n2n1 | 2 | 0% | 438%[activator] | / | -8% | 4% | / | 3% | -6%
Cc1ccc(S(=O)(=O)N2CCC(C(=O)N[C@@H](C)C(=O)Nc3ccc(F)cc3)CC2)cc1 | 0 | -8% | -9% | 6 | 13% | 7% | 0.6 | -5% | -11%
COC(=O)c1nn(-c2ccc(OC)cc2)ccc1=O | -12 | 0% | ? | 10 | -4% | -6% | 0.5 | 7% | -10%
CCOc1c(Br)cc(C(=O)NCCCn2ccnc2)cc1OC | -8 | -7% | 3% | 27 | 20% | -3% | -0.7 | -4% | 3%
COc1ccc(CNC(=O)CN(c2ccc(C)cc2)S(=O)(=O)c2c(C)noc2C)cc1 | -2&-16 | 4%&1% | -2%&-3% | / | -21%&10% | 7%&-12% | -0.8 | -2%&-4% | 8%&-8%
Cc1cc(O)ccc1NC(=O)c1ccccc1 | 3 | 0% | 18% | 20 | 9% | / | 1.0 | 0% | -9%
Cc1nn(Cc2c(F)c(F)c(F)c(F)c2F)c(C)c1NC(=O)c1nn(C)cc1Br | 1 | 2% | 471%[activator] | -5 | 24% | -1% | -0.1 | -4% | 3%
O=C(Cn1nnc2ccccc2c1=O)N[C@H](C(=O)O)c1ccccc1 | -8 | 1% | 14% | -2 | -22%[11.4 µM] | 0% | 0.5 | -2% | 6%
Cn1cccc([N+](=O)[O-])c1=O | 0 | 2% | -6% | / | / | / | / | -3% | -14%
CC(C)Sc1nc(N2CCOCC2)c2c(c1C#N)CC(C)(C)SC2 | -8 | -4% | -5%[57.4 µM] | 10 | 4% | / | -0.3 | -3% | -4%
COc1ccc(C=O)cc1Cn1ccnc1C | -3 | -1% | -15% | -5 | 15% | 0% | 3.3 | -6% | -19%
Cc1ccc(S(=O)(=O)NCC(=O)NNC(=O)c2ccccc2Cl)cc1C | -3 | -2% | 33%[activator] | / | 5% | -22% | / | -6% | 1%
COc1ccc(NC(=O)Nc2c(C)n(-c3ccccc3)c(=O)n2C)cc1OC | 2 | 0% | -14% | 1 | -20% | -2% | 0.0 | -5% | /
CCc1ccc2nc(N(Cc3cccnc3)C(=O)c3ccc(C#N)cc3)sc2c1 | -12 | 6% | -21% | / | 10% | -3% | / | -2% | 1%
C[n+]1cccc(C2C(C#N)=C(N)Oc3c2ccc2ccccc32)c1 (centres undefined) | 24 | ? | -19% | 1 | -18% | 1% | -1.7 | 0% | 1%
Cc1ccc(C(=O)Nc2ccc3ccccc3c2)cc1 | -4 | 4% | 0% | -12 | 11% | -8% | 0.3 | -14% | 11%
CCOC(=O)c1cnn2c(C(F)F)cc(C3CC3)nc12 | -3 | 0% | -9% | -18 | -7% | 7% | 1.0 | -6% | -3%
Cc1c(C(=O)NCc2ccc3c(c2)OCO3)cccc1[N+](=O)[O-] | -3 | 7% | -3% | -9 | -43% | -6% | -1.3 | -5% | -16%
O=C(NN1CCOCC1)c1ccccc1NS(=O)(=O)c1ccc(F)cc1F | -9 | 1% | 8% | / | 28% | -6% | / | -4% | 0%
O=C(NC1CCN(C(=O)N2c3ccccc3Sc3ccccc32)CC1)c1ccco1 | 4 | -23% | -24% | 8 | -54% | -8% | 1.5 | -6% | 0%
CC(C)(C)NC(=O)C(c1ccncc1)N(C(=O)C1CSC(=O)C1)c1ccccc1 (centres undefined) | 1 | 3% | 0% | -2 | 27% | -5% | 1.1 | 0% | 2%
Cc1ccc(C(=O)NCCNC(=O)c2ccc(F)cc2)cn1 | -5 | 0% | -15% | -17 | 6% | -2% | 1.1 | -6% | 5%
O=S(=O)(Nc1nc2ccccc2s1)c1ccc(Cl)s1 | -4 | 3% | -20% | 17 | 13% | / | -1.5 | 2% | -6%
C=CCNC(=O)C(=O)NCC(c1ccc2c(c1)OCO2)N1CCN(c2ccc(F)cc2)CC1 (centres undefined) | 0 | 2% | 1% | -8 | -15%[11.4 µM] | -9% | 0.5 | 0% | 3%
Cc1ccc(-n2nc3c(=O)n(C(C)C(=O)NCc4ccc(Cl)cc4)nc(C)c3c2C)cc1 (centres undefined) | -4 | -1% | -27% | 4 | -9%[56.9 µM] | 9% | 22 | -2% | 6%
COc1ccc(-c2ccc(=O)n(CC(=O)Nc3nnc(C(C)C)s3)n2)cc1OC | -1 | 1% | ? | -14 | -7% | 0% | -1.2 | 1% | 0%
CC(=O)c1cn(-c2ccc([N+](=O)[O-])cc2)c(=O)n(C)c1=O | -2 | 0% | -7% | / | -21% | 3% | / | -2% | 6%
COc1ccc(Br)cc1S(=O)(=O)N1CCOCC1 | 1 | -1% | 12% | -5 | 8% | 4% | 0.3 | 0% | -2%
COc1ccc(CCNC(=O)CCC(=O)n2ncc3cc(C)ccc32)cc1OC | 1 | 2% | -5% | 18 | -4% | 5% | 0.2 | -3% | 3%
Cc1ccc(S(C)=O)cc1-n1c(=O)n(Cc2ccccc2)c(=O)c2[nH]cnc21 (centres undefined) | -5 | 0% | -20% | 22 | -9% | 29% | 1.3 | -8% | 1%
CCN(CC(=O)NCc1cccs1)C(=O)COc1ccccc1C#N | 2 | 0% | 31%[activator] | -23 | -1% | 14%[15.4 µM] | -0.3 | -3% | -26%
CCc1cc(CNC(=O)c2cccc(OC3CCN(S(C)(=O)=O)CC3)c2)on1 | -1 | 1% | 5% | / | -25% | 4% | / | -4% | -10%
Cc1nc(-c2nnc(-c3ccccc3)o2)c(C(F)(F)F)o1 | 5 | 0% | 182%[activator] | 8 | -6% | 8% | -0.8 | 5% | -13%
Cc1nc(N)sc1-c1csc(Nc2ccc(S(N)(=O)=O)cc2)n1 | 6 | -6% | 39% | 27 | -43% | 6% | 0.0 | 0% | 1%
O=C(NCc1ccccc1Br)c1cnc2sc(N3CCCCCC3)nn2c1=O | -8 | 1% | ? | / | -7% | -6% | -0.1 | -3% | -2%
O=C(Nc1cccc(F)c1)Nc1ccc(Cl)cn1 | 2 | 0% | 53%[activator] | -13 | -33% | 3% | 3.3 | 10% | -10%
COc1ccc(CNC(=O)CC[C@H]2O[C@@H](n3cnc4c(NC(=O)c5ccccc5)ncnc43)[C@H](O)[C@@H]2O)cc1 | -6 | -2% | -29% | / | / | / | / | -6% | /
COC(=O)c1ccc(C2/C(=C(\O)c3ccc(OC)c(C)c3)C(=O)C(=O)N2c2cc(C)on2)cc1 (centres undefined) | 4 | -3% | ? | -4 | 3% | 1% | 0.5 | -1% | 0%
CCOC(=O)C1=C(CSc2nccn2C)NC(=O)NC1c1ccc(OC)cc1 (centres undefined) | -12 | 0% | 0% | -8 | -14% | -2% | 0.2 | -4% | -11%
COc1ccc(N(C(=O)c2cccnc2)S(=O)(=O)c2ccccc2)cc1 | -10 | 1% | -9% | 7 | -18% | 13% | 0.6 | 0% | 12%
COc1cccc(OC)c1C(=O)NCCc1ccccc1 | -4 | 3% | -42% | / | 1% | 0% | / | -5% | 6%
Cc1ccc(CC(=O)Nc2ccc([N+](=O)[O-])cc2C)cc1 | -7 | -4% | -1% | 9 | -20% | 2% | -1.7 | -3% | 1%
